Source: PubChem BioAssay (several laboratories)
SR-BI DiI-HDL act: enhances SR-BI lipid uptake from DiI-HDL; CHO ldlA[mSR-BI] cells, DiI-HDL uptake fluorescence, 3 h; 100 = double the neutral-control signal; activation, % at 12.5 µM; 320,000 compounds, 0.096% hits;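 active = mean replicate activation of at least 60% and every replicate at or above 60%; inconclusive = mean or all-replicate condition met, but not both; inactive = mean below 60% and not all replicates reaching 60%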;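 also: 0% = median plate neutral-control signal and 100% = twice that signal; values of inactives mirror those of a sister screen read the other way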
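Test system: SR-BI-overexpressing, LDLR-lacking CHO cells; Also added: labelled HDL, 10 µg/mL; Measured by: bottom-read cell fluorescence after medium removal, ex 550/em 595 nm; Timing: 3 h uptake period with compound, 37 °C; Buffer or medium: F12, 0.5% BSA, 25 mM HEPES; Doses: single compound concentration, delivered by pin transfer.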
Arrestin-AP2 inh: human beta-arrestin and AP2 interaction inhibition. inhibition, % at 10 µM. FITC-arrestin peptide / GST-AP2 beads, flow cytometry; AP2 beta2 appendage carries R879A mutation. 340,000 compounds, 0.31% hits;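 active = inhibition above a set limit, near 3 SD of compounds lacking own fluorescence, cut at about 54% in these data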;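 also: plate controls were DMSO wells for no effect and 5 µM unlabelled arrestin peptide for full effect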
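System: GST-tagged AP2 beta2-adaptin appendage (R879A) on 4 µm glutathione beads / Reagent: FITC-arrestin peptide, 50 nM / Detection: HyperCyt-sampled flow cytometry, FL1 channel, ex 488/em 535 nm / Timing: 12 min plus 1 h, RT / Buffer or medium: PBS plus Tween 20 (0.05%) and BSA (0.1%)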
SR-BI DiI inh: inhibitors of mouse SR-BI mediated HDL lipid uptake; 320,000 compounds, 0.96% hits; Q61009; AID 488896; ldlA[mSR-BI] CHO cells, DiI-HDL uptake fluorescence, 3 h; inhibition, % at 12.5 µM;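 active = mean replicate inhibition of at least 70% and a set share of replicates each scoring 70 or more; inconclusive = meets just one of the two criteria; inactive = fails both criteria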;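 also: 0% = median of neutral control wells and 100% = median of positive control wells; values of inactives mirror those of a sister screen read the other way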
PKA-R2B act: activators of human PKA-R2B complex; P22694+P31323; PKA-R2B holoenzyme dissociation, Cy5-IP20 fluorescence polarization; R2B truncated from residue 108, S112A mutant; 0% DMSO only, 100% 113 µM cGMP; activation, % at 11.4 µM; 340,000 compounds, 0.079% hits; AID 504700;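 active = activation above a cutoff set at the mean over all compounds plus 3 SD, cut at about 18% in these data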;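 also: higher means more holoenzyme dissociation and a rise in polarization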
NSD2 HMT inh: inhibitors of human histone methyltransferase NSD2. inhibition, % at 12.5 µM. NSD2 peptide methylation, AlphaScreen, 120 min. 310,000 compounds, 0.54% hits. AID 743445. O96028; in the data active = inhibition above about 50%
Target sequence (O96028 whole entry, looked up): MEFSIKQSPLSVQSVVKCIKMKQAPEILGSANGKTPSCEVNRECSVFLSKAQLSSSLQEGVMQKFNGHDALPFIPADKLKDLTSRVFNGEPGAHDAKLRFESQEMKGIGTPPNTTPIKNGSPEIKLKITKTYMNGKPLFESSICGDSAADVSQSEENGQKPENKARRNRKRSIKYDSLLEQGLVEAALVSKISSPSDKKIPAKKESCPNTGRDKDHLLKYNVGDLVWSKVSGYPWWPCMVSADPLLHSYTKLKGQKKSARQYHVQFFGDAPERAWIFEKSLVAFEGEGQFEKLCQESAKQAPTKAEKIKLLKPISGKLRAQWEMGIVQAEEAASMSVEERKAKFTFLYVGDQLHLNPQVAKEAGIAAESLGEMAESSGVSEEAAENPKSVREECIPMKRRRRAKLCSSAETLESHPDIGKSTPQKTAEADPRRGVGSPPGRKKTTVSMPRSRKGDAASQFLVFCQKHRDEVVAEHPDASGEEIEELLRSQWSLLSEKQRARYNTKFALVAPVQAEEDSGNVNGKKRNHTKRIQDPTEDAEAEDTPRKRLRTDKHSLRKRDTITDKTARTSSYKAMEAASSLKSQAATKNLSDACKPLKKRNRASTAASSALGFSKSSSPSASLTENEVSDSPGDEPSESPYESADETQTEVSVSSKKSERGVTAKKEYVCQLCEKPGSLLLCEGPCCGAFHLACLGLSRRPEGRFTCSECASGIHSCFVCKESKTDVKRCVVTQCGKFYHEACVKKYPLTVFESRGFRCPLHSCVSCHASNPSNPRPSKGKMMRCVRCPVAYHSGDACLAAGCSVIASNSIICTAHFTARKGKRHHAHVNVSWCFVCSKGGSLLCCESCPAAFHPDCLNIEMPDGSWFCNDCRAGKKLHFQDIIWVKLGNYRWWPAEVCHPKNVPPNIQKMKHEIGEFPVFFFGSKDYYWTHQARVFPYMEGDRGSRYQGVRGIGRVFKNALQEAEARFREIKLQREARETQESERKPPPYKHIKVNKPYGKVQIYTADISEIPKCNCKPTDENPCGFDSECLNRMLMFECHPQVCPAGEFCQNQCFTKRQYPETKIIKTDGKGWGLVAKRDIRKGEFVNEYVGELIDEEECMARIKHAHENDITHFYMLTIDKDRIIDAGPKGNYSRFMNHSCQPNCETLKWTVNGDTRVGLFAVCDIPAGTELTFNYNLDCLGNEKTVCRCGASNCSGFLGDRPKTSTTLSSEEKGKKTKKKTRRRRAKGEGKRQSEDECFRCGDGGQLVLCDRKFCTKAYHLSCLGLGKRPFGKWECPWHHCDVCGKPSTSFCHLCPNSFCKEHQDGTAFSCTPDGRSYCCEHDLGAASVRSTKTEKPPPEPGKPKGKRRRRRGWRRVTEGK
dFosB activator: mouse delta FosB homodimer activation | P13346 | purified delta FosB, TAMRA-CDK5 oligo fluorescence polarization; percent of positive-control signal above neutral wells | activation, % at 25 µM | 340,000 compounds, 0.99% hits | AID 493131;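 active = mean activation above about 17%, with every replicate also reaching it, limit read from the data, passing the limit was not always enough; inconclusive = only one of the two conditions met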;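 also: fluorescence polarization rise as delta FosB binds a TAMRA Cdk5 AP-1 oligo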
Pemphigus Ab inh: inhibitors of pemphigus antibody binding to human desmoglein-3. 310,000 compounds, 0.48% hits. P32926. DSG3-coupled beads, scFv-anti-DSG3-GFP binding, flow cytometry; stronger effect = lower value. binding (percent of control), % at 10 µM. AID 588358;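 active = binding more than 3 SD below its plate's average and above zero; inconclusive = below that plate limit but binding exactly zero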; also: some compounds called inactive have numbers as strong as hits
SUMO Mot1 rescue: SUMOylation pathway inhibition by Mot1-301 growth rescue; S. cerevisiae Mot1-301 growth rescue, ATP luminescence, 38.5C; percent above DMSO median, 100 means doubled; 320,000 compounds, 1% hits; growth rescue, % at 18.8 µM;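 active = every valid replicate shows activation above 250% relative to neutral control wells; inactive = the rest, any valid replicate at or below 250%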;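 also: OY570 slx delta 5 strain wells were the positive control but not used for scaling; some compounds called inactive have numbers as strong as hits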
PKA-R1A act: PKA-R1A complex activation; 340,000 compounds, 0.083% hits; PKA-R1A dissociation, Cy5-IP20 fluorescence polarization; scaled: DMSO 0%, 113 µM cGMP 100%; P00514+P68181; activation, % at 11.4 µM;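 active = percent activation above the mean of all tested compounds plus 3 SD, cut at about 19% in these data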;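 also: higher means more PKAc released from R1A so a rise in polarization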
CDK5 inh: blocks human CDK5/p35 kinase activity. Q00535+Q15078. inhibition, % at 10 µM. Recombinant CDK5/p35, ADP-Glo luminescence, 60 min. 330,000 compounds, 0.01% hits;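 active = highest replicate inhibition of at least 50% and at least 75% of replicates reaching 50%; inconclusive = only one of the two criteria met; inactive = both criteria failed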;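 also: plate controls were DMSO neutral control for no effect and GW8510 at 10 µM for full effect; many of its hits are not listed in these tables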
MITF TRPM1 HTS: increases MITF-driven TRPM1 promoter luciferase signal | SK-MEL-5 TRPM1-promoter luciferase, 24 h; % of positive control, neutral wells = 0 | activation, % at 12.5 µM | 300,000 compounds, 0.75% hits | AID 588334;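 active = mean activation of at least 80% with every replicate also reaching 80%; inconclusive = mean reaches 80% but some replicate falls short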;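 also: 0% = neutral control wells and 100% = parthenolide positive control wells; values of inactives mirror those of a sister screen read the other way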
* hit, by the source's call; i = inactive; ? = inconclusive; nt = not tested or not shown; & = joins results of further samples.

SMILES	SR-BI DiI-HDL act	Arrestin-AP2 inh	SR-BI DiI inh	PKA-R2B act	NSD2 HMT inh	dFosB activator	Pemphigus Ab inh	SUMO Mot1 rescue	PKA-R1A act	CDK5 inh	MITF TRPM1 HTS
Nc1c(Cl)ncnc1NCC(O)CO (configuration not stated)	5	-4	-5	-10	-2	-2	108	-11	-5	1.3	-4
O=C(N/N=C/c1cc(Br)cc(Br)c1O)c1cccc(S(=O)(=O)N2CCOCC2)c1	nt	6	nt	-6	10	-5	95	-24	-8	0.4	-30
COC(=O)c1cc(S(=O)(=O)N2CCN(c3ccc([N+](=O)[O-])cc3)CC2)c[nH]1	-25	-6	25	7	5	-6	114	-6	2	2.3	2
CN(C)C(=O)c1ccc(NC(=O)c2cccnc2)cc1	-5	23	5	-8	0	2	100	117	4	1.9	nt
O=C(N/N=C/c1ccc2c(c1)OCO2)c1ccc2c(c1)OCCO2	-2	8	2	0	-1	5	nt	0	-5	-4.0	44
CCOc1ncccc1C(=O)Nc1cc(S(=O)(=O)N2CCCCC2)ccc1C	10	4	-10	4	-3	-18	94	10	-6	0.6	-13
CC(OC(=O)CCN1C(=O)C2CC=CCC2C1=O)C(=O)Nc1cccc(Cl)c1 (configuration not stated)	17	19	-17	0	-1	-7	104	6	0	0.0	12
CCOC(=O)N1CCN(c2c(NCCCN3CCCCCC3)c(=O)c2=O)CC1	26	10	-26	4	nt	-2	109	i	10	-0.1	nt
CCOc1cc(C(=O)Nc2cc(C)ccn2)cc(OCC)c1OCC	-44	1	44	-7	10	-6	nt	27	-5	-2.2	nt
COc1ccc(C(=O)/C=C/c2cc(C(=O)O)cc3c2OCOC3)c(O)c1	15&5	-10	-15&-5	1	3	-1	86	-12	-2	-3.3	-6
COC(=O)c1cn(NC(=O)Cc2cccc(C(F)(F)F)c2)c(=O)c2ccccc12	3	-1	-3	-7	-1	-5	104	151	-5	-8.5	7
CC(=O)c1cccc(N(C(=O)CS(=O)CC(=O)Nc2ccc(F)cc2)C(C(=O)NC2CCCCC2)c2ccc(C)o2)c1 (configuration not stated)	-9	0	9	-2	-1	-2	96	-6	-19	-0.1	-6
CC(=O)Nc1ccc(S(=O)(=O)NCC(CCC(=O)O)C(F)(F)F)cc1 (configuration not stated)	23	3	-23	-3	1	3	108	1	4	1.4	-2
CN(C(=O)COC(=O)c1sc2ccccc2c1Cl)C1CCCCC1	-6	nt	6	-2	-3	-14	99	18	-15	-1.4	-1
O=c1n(Cc2ccccc2)c2cc(Cl)cnc2n1Cc1ccccc1	12	0	-12	-8	-2	-3	98	-21	-4	-0.9	-14
Cc1cnc(C(=O)OCC(=O)c2cc(C)n(C)c2C)cn1	20	-25	-20	0	0	0	99	32	10	0.1	-10
O=C(C1CC(Cl)CN1S(=O)(=O)c1ccc(Cl)cc1)N1CCOCC1 (configuration not stated)	-2	0	2	-2	3	3	94	-3	3	-8.4	2
CCN(CC)S(=O)(=O)c1ccc(N=Nc2c(N)[nH]c(=O)[nH]c2=O)cc1	1	1	-1	7	0	?	101	24	0	0.9	3
C/C(CC1(O)C(=O)N(Cc2ccccc2)c2ccccc21)=N\O (configuration not stated)	4	-4	-4	-2	1	1	99	105	12	0.3	-4
CC(CNC(=O)c1ccc(N)cc1)NC(=O)c1ccc(N)cc1 (configuration not stated)	-3	-6	3	2	1	-1	106	-4	-4	0.6	5
N#CC1C(=O)c2ccccc2C1c1ccccc1 (configuration not stated)	2	-4	-2	-13	1	5	102	nt	5	5.7	-14
O=C(CN1CCN(c2ncccn2)CC1)Nc1ccccc1-n1cccc1	-12	3	12	3	nt	-1	95	2	-1	3.8	-3
COc1cc(C(=O)OCC(=O)Nc2cc(C)on2)cc(OC)c1OC	-6	-1	6	-5	-3	4	100	-24	15	0.9	-9
CCN1C(=O)C2C(c3ccc(O)c(OC)c3)NC(C)(C(=O)OC)C2C1=O (configuration not stated)	-17	17	17	2	2	3	70	nt	2	0.2	nt
CCC(C(=O)NCCCN1CCCC1=O)n1c2ccccc2c2nc(=O)cc(C)n21 (configuration not stated)	12	0	-12	2	3	-4	nt	0	2	-2.3	-5
Fc1ccc(CN2CCN(C(=S)NCCc3ccccc3)CC2)c(Cl)c1	-25	7	25	5	0	-3	101	59	-7	-2.8	-3
COc1ccccc1OCC(O)CNCc1ccc2c(c1)OCO2 (configuration not stated)	4	-4	-4	1	8	-7	nt	39	-5	0.6	-10
CCCCN(c1ccccc1)S(=O)(=O)c1cccc2cccnc12	-22	-14	22	-9	-1	2	99	20	-2	1.4	-11
CCCN(CC(=O)Nc1cc(C)on1)CC(=O)Nc1ccc(F)c(F)c1F	-2	-5	2	-1	0	-1	111	-9	-2	1.1	3
Cn1c(OCc2cccnc2)nc2c1c(=O)n(Cc1ccc(Cl)cc1)c(=O)n2C	-9	-13	9	4	26	-1	101	-7	-1	0.0	nt
COc1ccc(C(C(=O)NC(C)(C)C)N(CCO)C(=O)CCC(=O)Nc2cc(C)on2)cc1 (configuration not stated)	nt	19	nt	-2	5	3	98	-4	2	-0.4	-9
COc1cc(C(CC(=O)Nc2ccc(C)cn2)N2Cc3ccccc3C2=O)cc(OC)c1OC (configuration not stated)	8	2	-8	12	-1	-4	106	0	-2	0.2	-15
Cc1ccc(S(=O)(=O)NCc2ccc3[nH]c(C)cc3c2)cc1	8	6	-8	-10	nt	-8	108	250	-4	-2.1	-8
Cc1ccc(NC(=O)c2ccc(CSc3ccccn3)cc2)c(O)c1	3	-29	-3	-6	0	-3	116	21	-7	-0.1	nt
CC(C)N(CCNC(=O)c1cn(C)c2ccc(S(=O)(=O)N(C)C)cc2c1=O)Cc1ccccc1	15	10	-15	-7	nt	-2	109	-6	-7	1.8	7
CCOc1ccc(-c2nnc(-c3ccco3)o2)cc1OCC	-22	-15	22	-18	11	-18	111	nt	-6	-0.9	nt
COc1ccccc1-n1c2c(cc(C(=O)N3CCC(C)CC3)c1=O)C(=O)CC(C)(C)C2	33	29	-33	1	nt	-6	110	-14	-7	1.9	nt
COc1ccc(C(=O)Nc2nnc(S(=O)(=O)Cc3ccc(F)cc3)s2)cc1	28	0	-28	3	-2	4	131	15	-3	-1.5	6
CCn1c(=O)c(C(C)=O)c(O)c2ccccc21	-7	19	7	10	-5	6	114	64	-13	0.5	-3
CCC(C)[C@H](NC(=O)N1CC(=O)Nc2ccccc21)C(=O)N[C@H](C(=O)O)c1ccccc1 (some centres not stated)	6	-9	-6	3	-4	-5	106	2	0	-1.3	-6
Cc1ccc(S(=O)(=O)c2nnn3c2nc(Nc2cccc(C)c2)c2ccccc23)cc1	3	-4	-3	0	1	1	100	-3	-3	2.3	4
Cc1ccc(S(=O)(=O)NCc2ccncc2)cc1C(=O)NCC(C)C	14	-2	-14	4	8	-8	107	193	1	1.3	6
Cc1ccc(-n2nc3ccc(N)cc3n2)cc1C	-1	15	1	-11	3	-9	106	2	-5	0.0	-20
NC(=S)N=Nc1c(O)cc(O)c2[nH]c(=O)ccc12	10	28	-10	1	nt	-13	73	nt	-4	1.4	7
CCOc1ccc(CCNC(=O)COC(=O)/C=C/c2ccco2)cc1OCC	19	1	-19	-6	6	-10	105	1	-11	1.0	-2
CCc1ccc(OCCCC(=O)NCc2ccco2)cc1	7	-7	-7	8	4	-1	87	13	-4	1.2	-7
COCc1cc(C)nc(SCC[N+](C)(C)CC(=O)Nc2cccc(C(F)(F)F)c2)c1C#N	-38	20	38	0	2	-30	117	16	-11	-1.5	20
O=C(Oc1ccc(Br)cc1)c1n[nH]c(=O)c2ccccc12	-7	11	7	-10	0	11	103	-18	-10	-3.6	-8
O=C(NC1(O)C(=O)c2ccccc2C1=O)c1c(Cl)cccc1Cl	0	-12	0	nt	111*	1	91	1	nt	0.7	nt
CNC(=O)c1ccsc1NC(=O)C1CCCN1S(=O)(=O)c1cccs1 (configuration not stated)	8	-14	-8	-5	1	-8	85	16	-17	0.8	-6
Nc1ccc(S(=O)(=O)Nc2cnc3ccccc3n2)cc1	-6	-6&32	6	3&1	nt	-3&0	107	-5&-6	-5&-11	-5.8&-0.8	3&-5
CCC(C)(C)NC(=O)C(c1ccccc1F)N(Cc1ccco1)C(=O)Cn1nnc2ccccc21 (configuration not stated)	14	1	-14	-5	0	-3	105	49	-8	-0.3	-2
O=C(/C=C/c1ccc([N+](=O)[O-])cc1)/C=C/c1ccco1	5	20	-5	-8	-4	-18	102	-15	7	0.3	-52
Cc1ccc(C(=O)OCN2C(=O)c3ccccc3C2=O)cc1S(=O)(=O)N1CCOCC1	-5	0	5	-4	0	-7	101	35	0	-3.1	-9
Cc1ccc(NC(=O)c2nnn(CC(=O)Nc3ccc4c(c3)OCO4)c2N)cc1C	-13	-3	13	1	-3	46*	98	-5	-6	-1.4	6
CN(C)CCN(Cc1cccs1)c1ccccn1	11	-4	4	6	nt	-2	106	165&5	0	-0.1	6
CCOc1cc(/C=N/n2c(C)nc3sc(C)c(C)c3c2=O)ccc1O	23	9	-23	-2	-1	3	101	-1	-15	0.3	-6
Cn1cc(CN(CCO)Cc2cccs2)c(-c2cccc(Cl)c2)n1	6	2	-2	-6	-1	-6	107	6	1	-0.8	-3
CC(C#N)Sc1ccc(S(=O)(=O)N2CCCC2)cn1 (configuration not stated)	1	2	-1	4	-1	-1	104	4	0	0.3	3
COC(=O)c1cc(Br)c(=O)n(Cc2ccco2)c1	0	6	0	-1	6	4	100	8	-12	0.2	2
C=CCSc1nc(N)c(C(=O)Nc2ccccc2OC)cc1C(=O)Nc1ccccc1	1	0	-1	-1	2	-8	99	-10	-10	2.1	10

This is a random part of the collection (roughly 4.7% active in at least one column).
